PP5 inh: PP5 phosphatase inhibitors, primary screen, biochemical, fluorescence. purified PP5c, OMFP substrate fluorescence. hit rate 0.18% among 320,000. inhibition, % at 6.7 µM. Serine/threonine-protein phosphatase 5 (Homo sapiens), P53041;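 active means inhibition above the campaign's mean inhibition across all tested compounds plus 3 SD, cut at about 9.5% in these data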;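 further: 0% = DMSO only and 100% = 100 µM cantharidin control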
HCV core dimer: inhibitors of HCV core protein dimerization, primary screen, biochemical, TR-FRET, high-throughput | TR-FRET GST/Flag-core106 dimerization, 1536-well | inhibition, % at 5 µM | hit rate 0.33% among 300,000 | AID 1899, 2009;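 active means inhibition above the mean of all tested compounds plus 3 SD, set per screening campaign, cut at about 45% in these data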
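Test system: GST/Flag-tagged HCV core106 proteins; Medium: KF-containing HEPES buffer, pH 7.45, DTT, CHAPS, BSA; Times: compound-protein-antibody incubation 4 h at 22.5 °C; Detection: TR-FRET 671 and 617 nm emission; Benchmarks: wells lacking GST-core106 and wells with excess unlabelled core106.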
ZTA DNA inh: blocks Epstein-Barr virus ZTA, an EBNA-1 counter-screen; P03206; ZTA-DNA binding, fluorescence polarization; inhibition, % at 11 µM; hit rate 0.15% among 320,000; AID 2234; in the data active means inhibition above about 33%
Target sequence (P03206 whole entry, looked up): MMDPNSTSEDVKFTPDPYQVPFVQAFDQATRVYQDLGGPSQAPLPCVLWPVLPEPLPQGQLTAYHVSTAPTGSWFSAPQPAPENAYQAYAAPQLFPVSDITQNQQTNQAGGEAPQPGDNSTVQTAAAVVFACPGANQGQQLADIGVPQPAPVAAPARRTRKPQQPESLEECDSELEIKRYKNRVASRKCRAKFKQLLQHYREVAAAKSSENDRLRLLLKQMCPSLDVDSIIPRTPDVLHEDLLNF
CTSL1 counter: Fasciola hepatica cathepsin L1 inhibitors, primary screen, counter-screen for PFM18AAP inhibitor project, biochemical, QFRET, fluorogenic peptide substrate; recombinant F. hepatica cathepsin L1, Z-Leu-Arg-MCA fluorescence; inhibition, % at 5.96 µM; hit rate 0.49% among 300,000; AID 1906, 2009;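 active means inhibition above the mean of all tested compounds plus 3 SD, set per screening campaign, cut at about 17% in these data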;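 further: 0% = plate median of test compound wells and 100% = 1 µM Z-Phe-Ala-diazomethylketone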
TPT1 inhibitor: Candida albicans TPT1 enzyme inhibitors, primary screen, biochemical, fluorescence polarization; tRNA 2'-phosphotransferase TPT1 (Candida albicans SC5314); recombinant caTPT1, FP RNA substrate dephosphorylation; inhibition, % at 5 µM; hit rate 0.81% among 300,000; AID 1962, 2009;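 active means inhibition above the mean of all tested compounds plus 3 SD, set per screening campaign, cut at about 24% in these data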;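 further: plate controls were DMSO alone for no effect and ferristatin control at 100 nM for full effect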
PP1 inh: PP1-alpha phosphatase inhibitors, primary screen, counter-screen for PP5 inhibitor project, biochemical, fluorescence, OMFP substrate, single point. Serine/threonine-protein phosphatase PP1-alpha catalytic subunit (Homo sapiens), P62136. purified PP1alpha. inhibition, % at 6.7 µM. hit rate 0.9% among 320,000;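 active means inhibition above the mean inhibition of all tested compounds plus 3 SD, computed separately for each screening campaign, cut at about 15% in these data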
Yeast superoxide: reduction of superoxide in aged yeast, primary screen, HTS; AID 2690, 2010; S. cerevisiae aged cells, superoxide DHE fluorescence; active compounds read low; superoxide response (% of plate mean), % at 10 µM; hit rate 0.18% among 330,000;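 active means superoxide response under a set limit, about three screen SD below normal, cut at about 65% in these data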;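 further: yeast aged for seven days with compound at 30 °C before DHE staining; 100% = average MFI of all compound-treated wells on the plate with controls excluded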
JMJD2C inh: inhibitors of GASC-1 histone demethylase, primary screen, biochemical, fluorescence, DELFIA europium | GST-JMJD2C(1-420) H3K9me3 demethylation | inhibition, % at 2.35 µM | hit rate 0.069% among 330,000;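 active means more than half of a compound's replicate wells show inhibition beyond 50%, single wells judged on their own value; inconclusive means some, but no more than half, of replicates pass 50% inhibition; inactive means no replicate passes 50% inhibition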;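 further: signal counts dimethyl H3K9 product captured on neutravidin plate; 0% = median of DMSO wells and 100% = 0.3 times that DMSO median; strong numbers were not always called active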
Target sequence (Q9H3R0 1-420 limits assumed): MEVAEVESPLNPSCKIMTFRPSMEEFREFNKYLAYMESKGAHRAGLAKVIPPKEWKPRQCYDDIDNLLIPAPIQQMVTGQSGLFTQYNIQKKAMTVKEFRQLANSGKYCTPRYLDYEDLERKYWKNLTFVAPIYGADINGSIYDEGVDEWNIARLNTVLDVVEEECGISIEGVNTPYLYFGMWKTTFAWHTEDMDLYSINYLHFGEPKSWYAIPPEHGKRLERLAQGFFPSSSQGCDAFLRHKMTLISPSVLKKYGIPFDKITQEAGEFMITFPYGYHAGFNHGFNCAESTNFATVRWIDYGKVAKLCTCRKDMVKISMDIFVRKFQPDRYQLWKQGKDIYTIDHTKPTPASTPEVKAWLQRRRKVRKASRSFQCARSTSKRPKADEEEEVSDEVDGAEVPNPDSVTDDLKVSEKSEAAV
EBNA-1 inh: EBNA-1 DNA-binding inhibitors, primary screen, biochemical, fluorescence polarization | inhibition, % at 14.8 µM | hit rate 0.34% among 300,000; in the data active means inhibition above about 28%
* marks the source's active call; other numbers are inactive results; ? = inconclusive; . = no result given; & = joins results of further samples. This is a random part of the collection; about 3.1% have a hit in one of these screens.

SMILES,PP5 inh,HCV core dimer,ZTA DNA inh,CTSL1 counter,TPT1 inhibitor,PP1 inh,Yeast superoxide,JMJD2C inh,EBNA-1 inh
COc1cccc(C2/C(=C(\O)c3ccc4c(c3)OCO4)C(=O)C(=O)N2CCN(C)C)c1OC (centres undefined),2.9,-1,-3,-3,-3,1,102,45&3,-6
COc1ccc(N(C(=O)c2ccco2)S(=O)(=O)c2cccc([N+](=O)[O-])c2)cc1,5.5,1,-7,-3,1,2,102,7,-13
CSc1ccccc1NC(=O)Nc1cccc(F)c1,6.4,-4,5,-2,0,0,91,-13,8
CN(C(=O)C12CC3CC(CC(C3)C1)C2)C1CCS(=O)(=O)C1 (centres undefined),-1.5,-2,-7,1,-1,-2,101,-2,-13
Cc1noc(C)c1CSc1ccc(Br)cc1,2.5,4,-6,-2,0,1,97,?,-3
O=C(N/N=C/c1cc2c(cc1Br)OCO2)c1cccnc1,1.0,-1,18,0,3,0,92,-5,-8
Cc1cc(C(=O)N2CCCC(N3CCN(Cc4ccc5c(c4)OCO5)CC3)C2)n[nH]1 (centres undefined),-1.3,4,-11,-2,-2,-2,123,3,9
CCOc1ccc(NC(=O)CSC2=NN3CCCC(=O)N=C3S2)cc1,-0.5,-1,-17,0,-7,4,104,-4,-3
COc1ccc(C(=O)c2cc3cccc(OC)c3o2)cc1,0.8,9,-21,-4,3,-3,111,-4,-3
Cc1cc(NC(=O)c2ccc(Br)cc2)nc(C)n1,-0.1,-2,-8,3,1,-1,92,0,-2
COc1cccc(OC)c1C(=O)Nc1cc(Cl)ccc1N1CCOCC1,-0.1,1,3,0,-4,2,104,7,7
CC1=C(C(=O)OCc2ccccc2)C(c2ccc(C(F)(F)F)cc2)NC(=O)N1CCCCCC(=O)O (centres undefined),4.5,9,13,6,-2,4,.,1,-11
N#Cc1c(NC(=O)COC(=O)c2ccc(S(=O)(=O)N3CCCC3)cc2)sc2c1CCCCC2,1.0,9,-10,-3,3,-1,81,1,9
Cc1ccc(C(=O)N/C(=C\c2ccc(-c3ccc(Br)cc3)o2)C(=O)NC2CCS(=O)(=O)C2)cc1 (centres undefined),2.1,2,13,1,-4,-1,113,0,-7
O=C(NC1CCCCC1)C(c1cccs1)N(C(=O)c1ccco1)c1ccc2c(c1)OCCO2 (centres undefined),-3.0,3,7,-1,-1,2,86,-11,9
CCOC(=O)NC(=O)COC(=O)Cc1cc(OC)c(OC)c(OC)c1,0.5,-4,0,-3,-3,0,91,-6,-1
O=C(Nn1cnnc1)C1CCCN1S(=O)(=O)c1ccc(F)cc1 (centres undefined),-1.3,-5,12,2,0,-5,91,-2,7
CCOC(=O)n1c(=O)n(Cc2ccccc2)c2ccccc21,-1.6,4,6,-3,1,-4,101,7,-8
Cc1ccccc1Cc1c(C)nc2c(C(=O)NCc3ccc4c(c3)OCO4)cnn2c1C,3.3,12,-9,1,1,-7,115,2,-9
CCCCn1c(=NC(=O)c2cccnc2)c(C#N)cc2c(=O)n3cccc(C)c3nc21,0.4,13,11,3,-7,-1,120,1,17
COc1cc2c(cc1OC)CN(C(=O)c1ccc(S(=O)(=O)N(C)c3ccccc3)cc1)CC2,5.3,8,-14,-8,3,-2,96,1,-20
O=C(NCCN1CCC(Cc2ccccc2)CC1)C1CCCN(S(=O)(=O)c2cnc[nH]2)C1 (centres undefined),3.7,7,4,0,2,-2,105,4,3
COc1ccc(C2/C(=C(/O)c3ccc(C)cc3)C(=O)C(=O)N2c2ccccn2)cc1OC (centres undefined),-1.0,2,1,8,3,4,101,0,-10
O=C(Nc1ccc(C(=O)N2CCOCC2)cc1)c1ccccc1[N+](=O)[O-],-0.4,-7,-10,0,2,-2,97,-5,-9
Cn1ccnc1C(O)(c1ccccc1)c1nccn1C,0.1,-4,4,3,-3,-4,91,3,10

Remaining list, next part
SMILES,PP5 inh,HCV core dimer,ZTA DNA inh,CTSL1 counter,TPT1 inhibitor,PP1 inh,Yeast superoxide,JMJD2C inh,EBNA-1 inh
Cn1cnc(S(=O)(=O)Nc2ccc3c(c2)OCCO3)c1,2.5,-5,-2,-3,-1,-4,94,14,-12
COc1ccccc1CN=C1NC(=O)C(CC(=O)Nc2ccc(OC)c(OC)c2)S1 (centres undefined),-0.3,-1,4,-3,-2,8,99,-3,6
O=C(Nc1ccccc1)c1ccc(Cn2cc(C(F)(F)F)ccc2=O)cc1,3.2,-4,4,0,-1,3,102,-4,5
O=[N+]([O-])c1cccc(NC(=S)Nc2nc(-c3ccccc3Cl)cs2)c1,-0.8,6,-6,1,-6,14,106,2,-7
CC(C)NCc1cccc([N+](=O)[O-])c1,-1.2,2,11,-7,7,-1,94,2,-5
CC(=O)c1ccc(NC(=S)Nc2ccc3[nH]c(=O)[nH]c3c2)cc1,0.7,-1,-2,4,1,-5,104,-23,4
O=c1ccc2cc3ccoc3cc2o1,0.7,-2,-2,-4,-6,-1,89,1,-1
N=C1C(c2ccccc2)=C(O)CN1c1ccccc1,-0.6,-4,3,-5,-4,-3,98,-4,7
COc1ccc(C2C3=C(CC(C)(C)CC3=O)N(C)C3=C2C(=O)CC(C)(C)C3)cc1OC,-2.1,1,3,-1,0,-4,111,3,2
Cc1nnc(SCC(=O)Nc2nsc(-c3ccc(Cl)cc3)n2)s1,3.2,4,-10,-3,1,-5,113,-12,0
COc1cccc(-c2ncc3ccccc3c2COC(=O)CCC(=O)O)c1,-1.2,.,-4,.,.,-3,103,-6,.
O=C(CSCc1ccco1)c1ccc(Cl)s1,-2.9,36,15,-1,0,-3,94,11,7
Cc1oc(-c2ccccc2)nc1CSc1nc2c(c(=O)[nH]1)CCC2,1.4,2,8,-3,-3,0,102,5,-2
O=C(CN1CCN(Cc2ccccc2F)C1=O)NCCN1CCOCC1,2.3,-15,1,-1,-2,0,97,9,-1
CC(C)c1ccc(S(=O)(=O)N2CCN(C(=O)c3ccco3)CC2)cc1,2.1,3,2,-3,3,-1,114,-14,1
CCn1cc(Br)c(C(=O)NC(C)c2ccccc2)n1 (centres undefined),-1.1,-10,8,2,-1,0,96,-20,-1
Cc1cc(C)c(C#N)c(N2CCN(Cc3ccccc3)CC2)n1,4.6,4,-7,4,-2,-1,136,-3,-6
O=C(Cn1ccccc1=S)c1ccc(Cl)c(Cl)c1,-0.2,0,-14,2,1,-4,110,-4,-16
COc1ccccc1CNC(=O)c1cccc(S(=O)(=O)N2CCN(c3ccc(F)cc3)CC2)c1,4.0,.,2,.,.,0,99,1,.
CC(C)(C)OC(=O)CNC(=O)c1[nH]cnc1C(=O)NCCCCCNC(=O)OC(C)(C)C,-0.7,6,7,6,-1,1,105,-9,2
CC(=O)Nc1ccc(N2C(C(C)=O)=NN(c3ccc(Cl)cc3)C2c2sccc2C)cc1 (centres undefined),2.8,-1,7,2,9,0,84,2,-4
O=C(NCCc1nnc2ccc(SCC(=O)N3CCCC3)nn12)c1ccc(F)cc1,-0.7,-5,8,-1,-2,-1,94,0,11
COc1ccc(Nc2nc(-c3ccc4c(c3)NC(=O)CO4)cs2)cc1,5.0,-7,-6,2,3,-2,93,-39,-6
CSc1ccccc1-c1nnc(NC(=O)Cc2ccccc2)o1,-1.3,11,2,-5,-1,5,122,3,-3
CCCn1c(SCC(=O)c2ccc3c(c2)OCCO3)n[nH]c1=O,0.3,5,1,0,2,0,103,7,0

Following part
SMILES,PP5 inh,HCV core dimer,ZTA DNA inh,CTSL1 counter,TPT1 inhibitor,PP1 inh,Yeast superoxide,JMJD2C inh,EBNA-1 inh
Cc1[nH]c(C)c2c(=O)[nH]ncc12,0.9,0,-9,-3,1,0,95,-2,-8
Cc1ccc(/C=C2/NC(=O)N(c3ccccc3)C2=O)o1,0.9,-4,-1,-1,-9,-1,93,1,8
CCN=C1SC(CC(=O)NCCc2ccc(OC)cc2)C(=O)N1CC (centres undefined),0.9,5,-2,3,-3,-5,102,-16,4
O=C(Nc1cccc(C(=O)Nc2cccc(Br)c2)c1)c1ccccc1,0.8,23,11,-2,0,1,105,-1,10
CN(c1ccccc1)S(=O)(=O)c1cccc(NS(=O)(=O)c2cccc(C(=O)O)c2)c1,-1.8,.,12,.,.,-3,127,-3,.
Nc1c2c3c(sc2nc(=O)n1N)CCCC3,0.7,-8,-18,6,-1,-6,87,-8,-4
CC(C)OP(=O)(c1ccc(N(C)C)cc1)C(O)c1ccncc1 (centres undefined),-0.1,-4,6,-5,-1,-2,102,-3,3
CC1Cc2cc(/C=C3/SC(=S)N(C)C3=O)ccc2O1 (centres undefined),1.3,-5,-7,-1,-1,1,103,-1,1
O=C(O)C1C2CC2CN1C(=O)c1ccc(Cl)cc1 (centres undefined),0.4,-4,-12,14,1,-3,83,-18,-3
COc1ccccc1C(=O)NCCC(=O)NCCC12CC3CC(CC(C3)C1)C2,1.1,7,7,2,0,-1,97,-2,6
O=C(O)C1CCCCC1C(=O)Nc1ccc2c(c1)OCO2 (centres undefined),2.2,1,18,-6,-4,-2,95,-2,-15

Two of these compounds, set out differently.
COc1ccccc1C(=O)NCCC(=O)NCCC12CC3CC(CC(C3)C1)C2
  PP5 inh = 1.1
  HCV core dimer = 7
  ZTA DNA inh = 7
  CTSL1 counter = 2
  TPT1 inhibitor = 0
  PP1 inh = -1
  Yeast superoxide = 97
  JMJD2C inh = -2
  EBNA-1 inh = 6
Nc1c2c3c(sc2nc(=O)n1N)CCCC3
  PP5 inh = 0.7
  HCV core dimer = -8
  ZTA DNA inh = -18
  CTSL1 counter = 6
  TPT1 inhibitor = -1
  PP1 inh = -6
  Yeast superoxide = 87
  JMJD2C inh = -8
  EBNA-1 inh = -4
